Screening data from PubChem.
E-selectin induc: E-selectin induction on HUVECs; P16581; activation, % at 7.58 µM; HUVEC E-selectin immunofluorescence imaging; normalized: neutral wells 0, TNF-alpha wells 100; 260,000 tested, 0.37% active;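 active = mean E-selectin-positive cell signal at least 10% of the positive control, reached in at least 60% of replicates, without over 20% cell loss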;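 also: in these data hits start at about 27%; measured in HUVEC primary endothelial cells; signal is the percent of cells scored E-selectin positive by PE staining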
Target sequence (P16581 whole entry, looked up): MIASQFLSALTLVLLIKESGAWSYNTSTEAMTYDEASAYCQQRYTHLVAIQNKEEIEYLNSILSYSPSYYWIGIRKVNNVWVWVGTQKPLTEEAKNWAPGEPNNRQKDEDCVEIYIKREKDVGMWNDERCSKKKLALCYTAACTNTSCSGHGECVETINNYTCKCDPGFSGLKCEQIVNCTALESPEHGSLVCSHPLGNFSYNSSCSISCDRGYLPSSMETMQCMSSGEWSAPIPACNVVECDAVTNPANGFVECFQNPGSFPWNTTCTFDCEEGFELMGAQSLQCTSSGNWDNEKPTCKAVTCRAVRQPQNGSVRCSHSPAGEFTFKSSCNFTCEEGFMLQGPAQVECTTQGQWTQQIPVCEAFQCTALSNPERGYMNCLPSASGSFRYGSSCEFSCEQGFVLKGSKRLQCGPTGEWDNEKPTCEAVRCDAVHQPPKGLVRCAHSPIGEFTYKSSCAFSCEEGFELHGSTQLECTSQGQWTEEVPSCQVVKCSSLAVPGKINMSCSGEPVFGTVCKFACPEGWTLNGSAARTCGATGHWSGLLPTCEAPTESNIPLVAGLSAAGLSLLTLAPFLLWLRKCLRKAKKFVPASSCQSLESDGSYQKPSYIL
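Assay system: HUVEC, human umbilical vein endothelial cells / Amount: 3,000 HUVEC/well / Controls: TNF-alpha positive control, DMSO neutral control / Compound dosing: single concentration / Medium: EGM-2 over gelatin coat / Evaluation: percent E-selectin-positive cells / Signal: immunofluorescence imaging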
esBAF inh: blocks esBAF chromatin remodeling in mouse ES cells; Bmi1-luciferase knock-in reporter, 24 h; 100% = twice the neutral-well signal; reporter increase, % at 12.5 µM; 350,000 tested, 2% active; AID 602393; in the data active = activation above about 40%;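 also: 0% = median of the plate's neutral control wells and 100% = double that signal; a rise in the Bmi1 reporter signal indicates esBAF inhibition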
RAD54 branch: blocks human RAD54 Holliday junction branch migration. FAM/BHQ fluorescence. inhibition, % at 10.4 µM. Q92698. 360,000 tested, 0.14% active. AID 602329;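 active = mean normalized replicate activity at least 40 and at least half of replicates scoring 40 or more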;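 also: 0% = median of neutral control wells and 100% = median of positive control wells; inhibitors cause a drop in the FAM fluorescence signal; in these data hits start at about 50%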
EWS-Fli inh: blocks EWS/Fli oncoprotein-driven transcription | AID 651661 | A673 NR0B1-luciferase reporter, viability-normalised | 350,000 tested, 0.67% active | inhibition, % at 12.6 µM;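 active = mean inhibition of at least 50% after viability correction, with every replicate also passing that limit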;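 also: firefly luciferase signal divided by Alamar Blue viability fluorescence both relative to DMSO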
RAD52 inh: RAD52 (human) annealing inhibition; inhibition, % at 18.7 µM; P43351; AID 651710; 360,000 tested, 0.46% active; recombinant RAD52 DNA annealing, FRET fluorescence;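 active = every replicate showing at least 50% inhibition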
Target sequence (P43351 whole entry, looked up): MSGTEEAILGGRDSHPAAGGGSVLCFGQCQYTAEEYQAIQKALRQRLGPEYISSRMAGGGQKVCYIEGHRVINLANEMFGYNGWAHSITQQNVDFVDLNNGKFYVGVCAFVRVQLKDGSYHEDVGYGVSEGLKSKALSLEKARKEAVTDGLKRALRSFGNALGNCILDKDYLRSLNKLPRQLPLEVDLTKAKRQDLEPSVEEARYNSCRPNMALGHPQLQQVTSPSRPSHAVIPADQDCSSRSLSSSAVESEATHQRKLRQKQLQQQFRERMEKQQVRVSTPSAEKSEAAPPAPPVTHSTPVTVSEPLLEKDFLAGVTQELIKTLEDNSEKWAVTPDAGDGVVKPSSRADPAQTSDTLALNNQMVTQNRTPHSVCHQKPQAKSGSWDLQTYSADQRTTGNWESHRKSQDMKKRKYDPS
Xi reactivation: reactivates the inactive X chromosome in mouse fibroblasts. XiGFP mouse fibroblasts, % GFP-positive cells imaging, 3 d; cells co-treated with 5-aza-dC sensitizer; scaled so ellipticine positive control = 100%. activation, % at 7.58 µM. 360,000 tested, 0.055% active. AID 743238;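 active = mean normalized replicate activation at least 10% and every replicate at or above 10%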;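 also: 0% = median of on-plate neutral control wells and 100% = ellipticine 6 µM median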
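System: XiGFP fibroblasts, SV40-immortalized. Medium: DMEM plus 5-aza-dC sensitizer. Doses: single point. Timing: 3 d treatment, 15 min room-temperature fixation. Control set: ellipticine 6 µM.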
FN deposit inh: fibronectin deposition inhibition; AH1F fibroblasts, Alexa488-fibronectin deposition fluorescence, overnight; inhibition, % at 12.6 µM; 350,000 tested, 0.086% active;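 active = mean inhibition across replicates of 30% or more, regardless of how many single replicates reach that level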;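 also: positive control wells lacked labelled fibronectin entirely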
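Material: AH1F fibroblast monolayer depositing Alexa488-labelled fibronectin into matrix | Input: 10000 AH1F cells/well | Medium: DMEM plus 2% serum, read in PBS | Reagent: Alexa488-fibronectin, 24 nM final in well | Compound dosing: One dose per compound, pinned | Schedule: 1 h adhesion, overnight exposure | Measured by: Fluorescence at 485 nm excitation, 525 nm emission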
S100A4 MyoIIA: blocks human S100A4 binding to myosin IIA peptide | S100A4/TAMRA-MyoIIA peptide fluorescence polarization | inhibition, % at 10.7 µM | 360,000 tested, 0.14% active;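 active = mean inhibition of at least 70% across replicates, with every replicate also reaching that level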
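Compound dosing: one dose per compound; test system: human S100A4 monomer with TAMRA-labelled myosin IIA peptide; probe or stimulus: TAMRA-labelled myosin IIA heavy-chain peptide probe, 5 nM; medium: HEPES buffer with Ca2+, pH 7.2; schedule: 5 min incubation before reading; benchmarks: neutral control DMSO, positive control TFP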
* = called active by the depositor.

Results for CN(C)C(=O)C[C@H]1CC[C@H]2[C@@H](COC[C@H](O)CN2CC2CCCC2)O1 ?
E-selectin induc: 0.1; esBAF inh: -10; RAD54 branch: -8; EWS-Fli inh: 2; RAD52 inh: 12; Xi reactivation: 0.0; FN deposit inh: -1; S100A4 MyoIIA: 2

What do the screens show for `CC(C)(C)[S@](=O)N1Cc2cc(C(=O)NC3CCCC3)nc(-c3cccc(Br)c3)c2[C@@H]1CCO`?
E-selectin induc: 0.1; EWS-Fli inh: 2; RAD52 inh: -13; Xi reactivation: 0.0; FN deposit inh: 1; S100A4 MyoIIA: -38

How did O=c1c(Cc2c(F)cccc2Cl)c(O)ccn1Cc1ccc2c(c1)OCO2 do in these assays?
E-selectin induc: -0.7; EWS-Fli inh: -13; RAD52 inh: 7; Xi reactivation: 0.2; FN deposit inh: 1; S100A4 MyoIIA: 4

What do the screens show for `CCOC(=O)Cc1csc(NC(=O)COc2c(C)cccc2C)n1`?
E-selectin induc: -0.1; EWS-Fli inh: 1; RAD52 inh: 2; Xi reactivation: 0.0; FN deposit inh: -5; S100A4 MyoIIA: -2

What do the screens show for `Cc1ccc(S(=O)(=O)Nc2ccc3c(c2)C(=O)N([C@@H](C)CO)C[C@H](C)[C@H](CN(C)C(=O)CCCN(C)C)OCCCC[C@@H](C)O3)cc1`?
esBAF inh: 3; RAD54 branch: -10; EWS-Fli inh: 3; RAD52 inh: 7; Xi reactivation: 0.2; FN deposit inh: -5; S100A4 MyoIIA: 2

Results for O=C(COc1ccc2c(C(F)(F)F)cc(=O)oc2c1)Nc1ccc(N2CCOCC2)cc1 ?
esBAF inh: -3; EWS-Fli inh: -2; RAD52 inh: -17; Xi reactivation: 0.2; FN deposit inh: 0; S100A4 MyoIIA: 0

How did CCn1ncc(Br)c1C(=O)NC1CCCCCCC1 do in these assays?
esBAF inh: -1; RAD54 branch: -4; EWS-Fli inh: 4; RAD52 inh: -13; Xi reactivation: 0.0; FN deposit inh: 9; S100A4 MyoIIA: 1

What do the screens show for `O=C1[C@@H](c2ccccc2)[C@@H](c2ccccc2)N1c1ccccc1`?
E-selectin induc: -0.1; EWS-Fli inh: 2; RAD52 inh: -9; Xi reactivation: 0.0; FN deposit inh: 3; S100A4 MyoIIA: 1

How did O=C(NCc1cccnc1)c1ccc(Cl)c(S(=O)(=O)Nc2ccccc2C(=O)NCc2cccnc2)c1 do in these assays?
E-selectin induc: -1.7; esBAF inh: 0; RAD54 branch: 4; EWS-Fli inh: 3; RAD52 inh: 6; Xi reactivation: -0.2; FN deposit inh: 22; S100A4 MyoIIA: 23

How did C[C@H](CO)N1C[C@H](C)[C@H](CN(C)C(=O)Nc2cccc3ccccc23)Oc2ccc(NC(=O)Cc3ccccc3)cc2CC1=O do in these assays?
E-selectin induc: -12; esBAF inh: -11; RAD54 branch: 0; EWS-Fli inh: 0; RAD52 inh: 0; Xi reactivation: 0.1; S100A4 MyoIIA: -1

Results for Cc1ccc(C=C(C#N)C(=O)c2ccccc2)cc1 ?
E-selectin induc: -0.2; EWS-Fli inh: -9; RAD52 inh: -36; Xi reactivation: 0.2; FN deposit inh: -5; S100A4 MyoIIA: -8

What do the screens show for `O=C(c1ccc2ccccc2c1)N1CCN(Cc2ccccc2)CC1`?
E-selectin induc: 2.8; esBAF inh: 69*; RAD54 branch: 11; EWS-Fli inh: -71; RAD52 inh: -29; Xi reactivation: 0.0; FN deposit inh: 4; S100A4 MyoIIA: -1

How did CCC(=O)N1[C@H](CO)[C@@H]2c3ccccc3N(C(=O)c3ccccc3F)C[C@@H]21 do in these assays?
E-selectin induc: -0.1; esBAF inh: -3; RAD54 branch: -7; EWS-Fli inh: 3; RAD52 inh: 10; Xi reactivation: 0.3; S100A4 MyoIIA: 5

How did Cc1cccc(OCC(=O)N2CCN(C(=O)c3ccc([N+](=O)[O-])cc3)CC2)c1 do in these assays?
esBAF inh: 5; RAD54 branch: 3; EWS-Fli inh: 9; RAD52 inh: -3; Xi reactivation: 0.0; FN deposit inh: 12; S100A4 MyoIIA: 1

What do the screens show for `COc1ccc(C/C(N)=N/n2cnnc2)cc1`?
esBAF inh: 4; RAD54 branch: 1; EWS-Fli inh: 10; RAD52 inh: -8; S100A4 MyoIIA: -1

Results for COC(CNC(=O)CCc1c(C)nc2c(-c3ccccc3)c(C)nn2c1C)OC ?
E-selectin induc: 0.2; esBAF inh: -5; RAD54 branch: 4; EWS-Fli inh: 10; RAD52 inh: -20; Xi reactivation: 0.0; FN deposit inh: 2; S100A4 MyoIIA: -5

Results for CCS(=O)(=O)Nc1ccc2c(c1)C(=O)N(C)[C@H]1CC[C@H](CC(=O)NCc3ccccc3F)O[C@H]1CO2 ?
E-selectin induc: 1.0; esBAF inh: -2; RAD54 branch: -5; EWS-Fli inh: -1; RAD52 inh: 16; Xi reactivation: 0.0; FN deposit inh: -7; S100A4 MyoIIA: 7

How did CS(=O)(=O)c1[nH]nc(-c2cccc(Cl)c2)c1C#N do in these assays?
RAD54 branch: -8; EWS-Fli inh: -1; RAD52 inh: -17; Xi reactivation: 3.0; FN deposit inh: -4; S100A4 MyoIIA: 1

What do the screens show for `CCC(=O)N1CC2(CCN(C(C)=O)CC2)c2c([nH]c3cc(OC)ccc23)[C@H]1CO`?
E-selectin induc: -0.1; EWS-Fli inh: -22; RAD52 inh: -11; Xi reactivation: 0.2; S100A4 MyoIIA: 10

What do the screens show for `Cc1cc2ncn(C(=O)c3cc(-c4ccccc4)nc4ccccc34)c2cc1C`?
E-selectin induc: 0.1; EWS-Fli inh: 1; RAD52 inh: -12; Xi reactivation: 0.0; FN deposit inh: -3; S100A4 MyoIIA: 9

Continued, overlapping the part above by 2 compounds.
What do the screens show for `CCC(=O)N1CC2(CCN(C(C)=O)CC2)c2c([nH]c3cc(OC)ccc23)[C@H]1CO`?
E-selectin induc: -0.1; EWS-Fli inh: -22; RAD52 inh: -11; Xi reactivation: 0.2; S100A4 MyoIIA: 10

What do the screens show for `Cc1cc2ncn(C(=O)c3cc(-c4ccccc4)nc4ccccc34)c2cc1C`?
E-selectin induc: 0.1; EWS-Fli inh: 1; RAD52 inh: -12; Xi reactivation: 0.0; FN deposit inh: -3; S100A4 MyoIIA: 9

Results for O=c1cc(CO)oc(C(Nc2ccccn2)c2cccc(F)c2)c1O (stereo unspecified) ?
E-selectin induc: 0.0; esBAF inh: 0; RAD54 branch: -12; EWS-Fli inh: 1; RAD52 inh: -122; Xi reactivation: 0.4; FN deposit inh: -1; S100A4 MyoIIA: -2

How did O=C(NC1(c2ccccc2)CC1)C1CCC(=O)N(Cc2ccc(Cl)cc2)C1 (stereo unspecified) do in these assays?
esBAF inh: 4; RAD54 branch: 1; EWS-Fli inh: -5; RAD52 inh: -5; Xi reactivation: 0.2; FN deposit inh: -4; S100A4 MyoIIA: 1

What do the screens show for `O=C1N(Cc2ccccc2)Cc2ccccc2[C@H]2OC(c3ccc(OCCCO)cc3)=N[C@@]12Cc1ccccc1`?
RAD54 branch: 2; EWS-Fli inh: 12; RAD52 inh: -3; S100A4 MyoIIA: 60

Results for NS(=O)(=O)c1ccc(NC(=O)COC(=O)Cc2c[nH]c3ccccc23)cc1 ?
E-selectin induc: 0.1; esBAF inh: -4; RAD54 branch: -3; EWS-Fli inh: 7; RAD52 inh: 2; Xi reactivation: 0.0; FN deposit inh: -2; S100A4 MyoIIA: -1

Results for COc1cccc(NC(=O)c2oc3ccccc3c2NC(=O)C2CC2)c1 ?
esBAF inh: 9; RAD54 branch: 3; RAD52 inh: 3; FN deposit inh: -6; S100A4 MyoIIA: -1

Results for CCCC(=O)Nc1ccc2c(c1)OC[C@H](C)N(C(=O)C1CCCC1)C[C@@H](C)[C@H](OC)CN(C)C2=O ?
E-selectin induc: 0.0; esBAF inh: 1; RAD54 branch: -5; EWS-Fli inh: 3; RAD52 inh: 2; Xi reactivation: 1.4; FN deposit inh: -11; S100A4 MyoIIA: 14

What do the screens show for `CCc1cccc2c1NC(=O)C2(O)CC(=O)c1cccs1` (stereo unspecified)?
E-selectin induc: 0.8; EWS-Fli inh: 28; RAD52 inh: -13; Xi reactivation: 0.3; FN deposit inh: -3; S100A4 MyoIIA: 1

What do the screens show for `CCN(Cc1ccccc1)Cc1c(F)cccc1F`?
esBAF inh: 4; RAD54 branch: -4; EWS-Fli inh: 3; RAD52 inh: 1; S100A4 MyoIIA: 1

Results for C[C@H]1CN([C@@H](C)CO)C(=O)c2c(c3ccccc3n2C)-c2ccccc2CO[C@H]1CN(C)Cc1ccc(C(F)(F)F)cc1 ?
E-selectin induc: 1.8; EWS-Fli inh: 9; RAD52 inh: 3; Xi reactivation: -0.1; FN deposit inh: -1; S100A4 MyoIIA: 14

Results for CC(=O)Nc1ccc(NC(=O)c2ccccc2CCc2ccccc2)cc1 ?
E-selectin induc: 4.6; EWS-Fli inh: 1; RAD52 inh: -30; Xi reactivation: 0.0; FN deposit inh: -9; S100A4 MyoIIA: -4

Results for O=c1ccc(-c2ccc(S(=O)(=O)Nc3ccccc3)o2)n[nH]1 ?
esBAF inh: -1; RAD54 branch: 6; EWS-Fli inh: -3; RAD52 inh: -19; Xi reactivation: 0.0; FN deposit inh: -12; S100A4 MyoIIA: -1

How did C=CCN1C(=O)N/C(=C/c2ccccc2OCC(=O)Nc2ccc(F)cc2)C1=O do in these assays?
E-selectin induc: 2.1; EWS-Fli inh: -9; RAD52 inh: -21; Xi reactivation: -0.1; FN deposit inh: 2; S100A4 MyoIIA: -3

What do the screens show for `CCOc1ccc(OCC(=O)N(C)c2c(N)n(Cc3ccccc3)c(=O)[nH]c2=O)cc1`?
E-selectin induc: -0.2; EWS-Fli inh: 2; RAD52 inh: 4; Xi reactivation: 0.0; FN deposit inh: 3; S100A4 MyoIIA: 1

Results for COC(=O)C[C@H]1CC[C@H]2[C@H](COc3ccc(NS(=O)(=O)c4cccc(F)c4)cc3C(=O)N2C)O1 ?
E-selectin induc: 0.0; esBAF inh: 1; RAD54 branch: -1; EWS-Fli inh: 2; RAD52 inh: 8; Xi reactivation: 0.1; FN deposit inh: -6; S100A4 MyoIIA: 14

What do the screens show for `COc1cc(OC)cc(C(=O)N[C@H](C(=O)NCc2ccco2)C(C)C)c1`?
esBAF inh: 2; RAD54 branch: -14; EWS-Fli inh: 5; RAD52 inh: -15; Xi reactivation: -0.2; S100A4 MyoIIA: -25

How did O=C(NC(=S)NCCC1=CCCCC1)c1ccc(Br)o1 do in these assays?
esBAF inh: 11; EWS-Fli inh: -43; RAD52 inh: -14; Xi reactivation: 0.0; FN deposit inh: -2; S100A4 MyoIIA: 1

What do the screens show for `O=C(C[C@H]1CC[C@H]2[C@@H](COC[C@H](O)CN2C(=O)c2cccnc2)O1)NCc1ccccc1`?
E-selectin induc: 0.0; esBAF inh: -3; RAD54 branch: -5; EWS-Fli inh: -3; RAD52 inh: -58; Xi reactivation: 0.1; FN deposit inh: -1; S100A4 MyoIIA: -52

How did C[C@@H]1CCCCO[C@@H](CN(C)C(=O)Nc2cccc3ccccc23)[C@@H](C)CN([C@H](C)CO)C(=O)c2cc(NC(=O)NC3CCCCC3)ccc2O1 do in these assays?
esBAF inh: -6; RAD54 branch: -2; EWS-Fli inh: 16; RAD52 inh: 3; Xi reactivation: 0.0; FN deposit inh: 7; S100A4 MyoIIA: -15
